TbPYK inhibitor – blocks Trypanosoma brucei pyruvate kinase. AID 624173. Potency, µM (doses to about 76.8 µM), for inactives: at the highest dose activity, negative = inhibition, actives largely listed as inhibitors. Q57TT1. TbPYK enzyme, Kinase-Glo Plus ATP luminescence, 45 min. 410,000 tested, 0.12% active; active means well fitted inhibition curve with a large enough effect; inconclusive means small, poorly fitted or top-dose-only effect; further: nearly all actives have a fitted effect of over 50% in size
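Screened from lowest to highest concentration, compounds were pinned into TbPYK/substrate mixtures, and ADP (130 uM final) was added. Plates sat at room temperature for 45 min prior to Kinase-Glo Plus detection by luminescence.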
Active calls of the source: *; ? = inconclusive; [ ] = another dose, or the depositor's remark. On the % scale 0 is the no-effect control and ±100 the full control effect; potency means the concentration at half of the fitted maximal effect.

SMILES	TbPYK inhibitor
COc1ccc(Cn2ccnc2SCC(=O)Nc2cc(C(F)(F)F)ccc2Cl)cc1	-2%
CNC(=O)C[C@H]1C(=O)N(Cc2ccccc2)C[C@@H]1C	3%
CCN(CC)c1ccc(NS(=O)(=O)c2ccc(-c3cnc(C4CC4)o3)cc2)c(C)c1	-15%
O=C1OC(c2ccc3ccccc3c2O)(c2ccc3ccccc3c2O)c2ccccc21	?
CCOC(=O)C1=CCN(S(=O)(=O)c2ccccc2Br)C1c1cccc(Cl)c1 (stereo not drawn)	-7%
CCOC(=O)c1c(NC(C)=O)c2c3c(sc2n1Cc1nc(-c2ccccc2OCC)oc1C)CCCC3	1%
Cc1ccccc1-n1nc2c(c1NC(=O)C1CC1)CS(=O)(=O)C2	-11%
Cc1ccc([C@@H]2CC(=O)[C@@H]3CN(S(=O)(=O)c4ccc(C)cc4)[C@H](c4ccccc4)C[C@@H]3N2S(=O)(=O)c2ccc(Cl)cc2)cc1	7%
CCOC(=O)[C@H]1[C@H]2COc3ccc(Br)cc3[C@H]2N2C(=O)CN(CCc3c[nH]c4ccccc34)C(=O)[C@@]12C	-2%
CN1CCN(C(=O)Cn2ncc3c4ccccc4n(Cc4ccc(Cl)cc4)c3c2=O)CC1	4%
CCOCCCn1c(SCC(=O)Nc2ccc(C(C)C)cc2)nc2c(sc3ccccc32)c1=O	-3%
CCOC(=O)c1scc(-c2ccc(C)cc2)c1S(=O)(=O)Nc1cc(OC)ccc1OC	?
CNC(=O)C1CCC(Cn2c(=O)c3sccc3n(CC(=O)NCc3ccccc3)c2=O)CC1 (stereo not drawn)	2%
OCCNCc1cccc(-c2ccccc2)c1O	5%
COc1cccc(C2=CC(=O)CC(c3ccco3)C2)c1 (stereo not drawn)	-17%
CN(C)CCC(O)(c1ccccc1)c1ccccc1Cl (stereo not drawn)	?
CCn1c(SCC(=O)Nc2cc(Cl)ccc2OC)nc2c([nH]c3ccccc32)c1=O	-1%
Clc1ccc(N2O[C@H]3C=C[C@@H]2C3)nc1	-1%
Cn1c(=O)c2[nH]c(NN=Cc3ccc(F)cc3)nc2n(C)c1=O	-1%
COc1cc2c(c(OC)c1OC)C(=O)C(=Cc1ccccc1)O2	-3%
CSC1=NC=C(C#N)C2=NC(c3ccc(Cl)cc3)NN12 (stereo not drawn)	0%
COc1ccc(NC(=O)CSC2=Nc3ccccc3C3=NC(CC(=O)NCCc4ccccc4)C(=O)N23)cc1 (stereo not drawn)	2%
O=C(NCCCO)C12CC3CC(CC(C3)C1)C2	-1%
COc1ccc(OCc2ccc(-c3nc(C#N)c(NCc4ccc(F)cc4)o3)o2)cc1	-5%
CN(CC(=O)N/N=C/c1ccc(F)cc1)S(=O)(=O)c1ccccc1	-3%
O[C@@H]1CN(Cc2cccs2)[C@@H](c2ccc(Cl)cc2)C[C@H]1n1cc(C2CC2)nn1	-3%
c1ccc(CCN2CCCCC2)nc1	-3%
COc1ccc([C@H]2C[C@H](O)[C@@H](n3cc(COC(=O)c4ccccc4)nn3)CN2Cc2cccs2)cc1	3%
CCc1nc2c(OCc3ccc(F)cc3)cccn2c1N(C)C(=O)CC(C)C	1%
CCn1ncc(Br)c1C(=O)Nc1ccccc1C(=O)OC	8%
O=C(COc1ccc(Br)cc1)Nc1cccc2cccnc12	1%
O=C1c2ccccc2C(c2nnnn2-c2ccc3c(c2)OCCO3)N1Cc1ccc(F)cc1 (stereo not drawn)	4%
CCN1CCN(C(=O)/C=C/c2ccc(F)cc2)CC1	0%
CCOC(=O)C1=C(CN2CCN(c3ccccc3OC)CC2)NC(=O)NC1c1ccccc1 (stereo not drawn)	-1%
COc1ccc(-n2c(SCC(=O)Nc3cc(C)on3)nc3c(c2=O)SC(C)C3)cc1 (stereo not drawn)	-2%
Cc1cc(F)ccc1NC(=O)C(C(C)C)N1Cc2ccccc2C1=O (stereo not drawn)	-1%
CC(=NNC(N)=O)C1CC2CCC1CC2 (stereo not drawn)	-3%
COc1ccc(OC)c(-c2noc(N3CCN(c4ccc(Cl)cc4)CC3)n2)c1	-3%
O=C(CCN1C(=O)S/C(=C\c2ccccc2)C1=O)N1CCOCC1	4%
CCCc1nnc(NC(=O)c2cc(=O)c3ccccc3o2)s1	-3%
COc1ccc2c(c1)c1c(c(=O)n(Cc3ccccc3)c(=O)n1CC(=O)Nc1ccc(C)cc1C)n2C	-2%
C[C@H](CO)N1C[C@H](C)[C@H](CN(C)C(=O)Nc2cccc(Oc3ccccn3)c2)OCc2cnnn2CCCC1=O	-3%
CNC(=O)c1c(O)c2cccc3c2n(c1=O)CC3	1%
Cc1noc(C)c1S(=O)(=O)N(CC(=O)NCCc1ccc(Cl)cc1)c1ccc(C(C)C)cc1	4%
c1ccc(-c2cn3ccccc3n2)cc1	-19%
COc1ccc(-n2c(CC3C(=O)N(C)c4ccc(C)cc43)nc3ccccc3c2=O)cc1 (stereo not drawn)	0%
Cc1c(C(=O)NCc2cccc([N+](=O)[O-])c2)sc(=O)n1Cc1ccc(C(C)C)cc1	-10%
COC(=O)CCN(C(=O)c1c(C)oc2ncnc(N3CCOCC3)c12)c1ccccc1	0%
Cc1cn([C@H]2C[C@H](O)[C@@H](/C=C/C(=O)NCCCc3ccccc3)O2)c(=O)[nH]c1=O	7%
CCOc1ccc(NC(=O)Cn2cc(C(=O)c3ccc(F)cc3)c(=O)c3cc4c(cc32)OCO4)cc1	-9%
CS(=O)(=O)Nc1cccc(-c2cc(NC=O)c3ncc(-c4ccc(F)cc4)n3c2)c1	2%
O=C(NCc1cccs1)c1cccc2c(-c3cccnc3)coc12	2%
NS(=O)(=O)c1cccc(NC(=O)COC(=O)Cc2ccc(S(=O)(=O)N3CCOCC3)s2)c1	0%
CCC(C)NC(=O)c1ccc(N2CC3CC(C2)c2cccc(=O)n2C3)c(NC(=O)c2c(F)cccc2F)c1 (stereo not drawn)	-3%
Cc1cccc(CSc2nc3c(sc4ccccc43)c(=O)n2CCC(=O)NC(C)C)c1	3%
COc1ccc(C)cc1NC(=O)C1CC(=O)N(CCc2ccc(F)cc2)C1 (stereo not drawn)	-4%
CCC(c1nnnn1-c1ccc(OC)cc1)N1CCN(C/C=C/c2ccccc2)CC1 (stereo not drawn)	-5%
OC(c1ccccc1)c1nc2ccccc2n1Cc1c(F)cccc1Cl (stereo not drawn)	1%
COc1cccc(-c2cnc3c(NC=O)cc(-c4cccc(NC(C)=O)c4)cn23)c1	-15%
C[C@@H]1CN([C@@H](C)CO)S(=O)(=O)c2ccc(Br)cc2O[C@H]1CN(C)C(=O)Cc1cccnc1	-8%
Carrying on:
SMILES	TbPYK inhibitor
CC(NC(=O)c1ccc(F)cc1)c1nc2ccccc2[nH]1 (stereo not drawn)	-5%
Cc1ccc2oc(=O)c(S(=O)(=O)c3ccc(F)cc3)cc2c1	-2%
O=C(CCc1ccccc1)N1Cc2cc(N3CCCCC3)ccc2-n2nncc2C1	-8%
O=C(NC(=S)NCc1ccccc1)c1ccc(Br)cc1	-1%
COc1ccccc1-c1cccc([C@@H]2C[C@H]3[C@@H](CN2)CON3C)c1	-6%
CC1(C)CC(=O)C(CC(=O)c2ccccc2)=C(NN=C(N)N)C1	4%
CCOc1ccc2nc(NC(=O)c3cccn(Cc4ccccc4)c3=O)sc2c1	-1%
COc1ccccc1CN1COc2ccc3c(C)cc(=O)oc3c2C1	-2%
CCOC(=O)c1scc(-c2ccccc2)c1S(=O)(=O)N1CCN(c2ccc(Cl)cc2)CC1	?
CSCC[C@H](CO)NC(=O)[C@H]1O[C@@H](n2cnc3c(N)ncnc32)[C@H](O)[C@@H]1O	-1%
O=C(Cn1c(=O)n(-c2ccccc2)c(=O)c2c3c(sc21)CCC3)c1ccc(Br)cc1	-3%
COCC(=O)N1CCC[C@@]2(CCN(Cc3ccc(C#N)cc3)C2)C1	2%
Cc1nn(C)c(=S)[nH]c1=S	3%
CC(NC(=O)c1cccs1)c1ccc(Br)cc1 (stereo not drawn)	-2%
c1cc(-c2ccc(CN3CCOCC3)cc2)n2ccnc2c1	0%
Cc1c(C)n(C)c2ccc(C(=O)NCc3cccc(F)c3)cc12	-2%[15.4 µM]
CCOc1ccc(C(=O)Nc2ccc3oc(-c4ccc(C)cc4C)nc3c2)cc1Br	-1%
C/C(=N\NC(=O)C1CC1)c1ccc(C)cc1C	-7%
CCCOc1ccc(F)cc1-c1cc(C(=O)Nc2ccc(F)cc2)[nH]n1	6%
CC(C)(C)S(=O)N1Cc2cc(=O)n(Cc3ccccc3)cc2[C@H]1CCO (stereo partly drawn)	6%
COc1ccc(NC(=O)CC2Nc3ccccc3NC2=O)cc1 (stereo not drawn)	-1%
CC(O)(c1cccc(F)c1)c1nc(-c2cnc3ccccc3c2)cs1 (stereo not drawn)	7%
CCc1ccc(OCCCn2c(-c3ccc(Cl)cc3)nc3ccccc3c2=O)cc1	-3%
Cc1ccccc1NS(=O)(=O)c1ccc(S(=O)(=O)N2CCCC2)cc1	0%

A different layout for part of the listing above.
| Compound | TbPYK inhibitor |
| --- | --- |
| CCOC(=O)c1scc(-c2ccccc2)c1S(=O)(=O)N1CCN(c2ccc(Cl)cc2)CC1 | ? |
| CSCC[C@H](CO)NC(=O)[C@H]1O[C@@H](n2cnc3c(N)ncnc32)[C@H](O)[C@@H]1O | -1% |
| O=C(Cn1c(=O)n(-c2ccccc2)c(=O)c2c3c(sc21)CCC3)c1ccc(Br)cc1 | -3% |
| COCC(=O)N1CCC[C@@]2(CCN(Cc3ccc(C#N)cc3)C2)C1 | 2% |
| Cc1nn(C)c(=S)[nH]c1=S | 3% |
| CC(NC(=O)c1cccs1)c1ccc(Br)cc1 (stereo not drawn) | -2% |
| c1cc(-c2ccc(CN3CCOCC3)cc2)n2ccnc2c1 | 0% |
| Cc1c(C)n(C)c2ccc(C(=O)NCc3cccc(F)c3)cc12 | -2%[15.4 µM] |
| CCOc1ccc(C(=O)Nc2ccc3oc(-c4ccc(C)cc4C)nc3c2)cc1Br | -1% |
| C/C(=N\NC(=O)C1CC1)c1ccc(C)cc1C | -7% |
| CCCOc1ccc(F)cc1-c1cc(C(=O)Nc2ccc(F)cc2)[nH]n1 | 6% |
| CC(C)(C)S(=O)N1Cc2cc(=O)n(Cc3ccccc3)cc2[C@H]1CCO (stereo partly drawn) | 6% |
| COc1ccc(NC(=O)CC2Nc3ccccc3NC2=O)cc1 (stereo not drawn) | -1% |
| CC(O)(c1cccc(F)c1)c1nc(-c2cnc3ccccc3c2)cs1 (stereo not drawn) | 7% |
| CCc1ccc(OCCCn2c(-c3ccc(Cl)cc3)nc3ccccc3c2=O)cc1 | -3% |
| Cc1ccccc1NS(=O)(=O)c1ccc(S(=O)(=O)N2CCCC2)cc1 | 0% |

New compounds follow
SMILES	TbPYK inhibitor
COc1cc2nc(NCC(C)c3ccccc3)n3nc(-c4ccccc4)nc3c2cc1OC (stereo not drawn)	1%
Cc1ccc(F)cc1C(=O)N1CCOCC1c1cc(C(=O)Nc2ccccc2)no1 (stereo not drawn)	1%
Cc1ccc(CN2C(=O)C3(c4ccccc42)N(c2cccc(C(F)(F)F)c2)C(=O)CS3(=O)=O)cc1 (stereo not drawn)	-8%
CCOC(=O)c1sc2cccc(F)c2c1S(=O)(=O)N1CCN(c2cccc(Cl)c2)CC1	-12%
Cc1cc(Cl)ccc1OCc1cc(=O)n2c3c(sc2n1)CCCC3	-2%
O=C(NCC1CC1)c1cc(-c2ccccc2)nn1CC1CC(c2cccnc2)=NO1 (stereo not drawn)	2%
O=C(NCCCN1CCOCC1)C1Nc2ccc(OC(F)(F)F)cc2C2C=CCC12 (stereo not drawn)	1%
CCc1cc(-c2nnn(CCC3COCCO3)c2CC)cc(CC)c1-c1cn(Cc2ccccc2)nn1 (stereo not drawn)	2%
CCc1ccc(Nc2nc3ccccc3nc2NS(=O)(=O)c2ccccc2)cc1	2%
CCOc1ccc(CCNC(=O)c2ccc3c(Cl)c4c(nc3c2)CCCC4)cc1	-14%
CCCC(=O)N1CCN(c2nc3ccc(F)cc3s2)CC1	-5%
COc1ccc(CCN2C(=O)CN(C3CCCCCC3)C(=O)C2c2ccc(OC(C)C)c(OC)c2)cc1OC (stereo not drawn)	-1%
Cc1ccc2oc(=O)c(-c3nc(-c4cccs4)no3)cc2c1	-5%
COc1ccc(NC(=O)CCCN2C(=O)CCn3nc(-c4cn(C)c5ccccc45)cc32)cc1	-2%
Cc1nc2c(c(C)c1CCC(=O)NCc1ccccc1)c(=O)n(C)c(=O)n2C	4%
COc1ccccc1NC(=O)Cn1c(SCC(=O)N(C)c2ccccc2)nc2ccccc21	1%
O=C(c1ccc(CSc2nc3ccncc3n2Cc2cccc(F)c2)cc1)N1CCCCCC1	-21%
COc1cc(OC)c(NC(=O)Cn2c(=O)c(C(F)(F)F)nc3ccccc32)cc1Cl	-4%
Cc1ccc(C)c(CN2C(=O)c3ccccc3S(=O)c3ccc(C(=O)N4CCCCC4)cc32)c1 (stereo not drawn)	-2%
CCOc1ccc(C(=O)Nc2nnc(SCc3cc(=O)c4cc(C)ccc4[nH]3)s2)cc1	-7%
Cn1c(NCc2cccc(Cl)c2)nc2ccccc21	6%
O=C1OCC/C1=C\NCCCN/C=C1\CCOC1=O	3%
NC(=O)c1[nH]cnc1N=NN(CCO)Cc1ccccc1	1%
CCC(=O)N1CCc2cc(S(=O)(=O)NCCC(=O)Nc3ccc(N(CC)CC)cc3C)ccc21	-26%
CCOC(=O)N1CCC(NC(=O)c2ccc3c(c2)N(Cc2ccc(Cl)cc2)C(=O)c2ccccc2S3=O)CC1 (stereo not drawn)	1%

Screens: PubChem, National Center for Advancing Translational Sciences (NCATS)

An excerpt. The share of hits here may be higher or lower than overall.
